G9a block: G9a (human) methyltransferase inhibition | AID 504332 | G9a H3K9 monomethylation, AlphaScreen, 2 h | hit rate 8.8% among 350,000 | Potency, µM (top dose mostly 102 µM), for inactives: top-dose activity, negative = inhibition, usual class: inhibitors | Q96KQ7; further: on the % scale 0 is the no-effect control and ±100 the full control effect; nearly all actives have a fitted effect of over 75% in size
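Signal arises when biotinylated H3K9 peptide, once monomethylated, bridges streptavidin donor and antibody-captured acceptor beads. Enzyme at 20 nM was preincubated 15 min with test compounds; peptide 500 nM and SAM 20 uM then reacted for 2 h.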
POLK inh: blocks human DNA polymerase kappa activity; Q9UBT6; Potency, µM (highest dose often 107 µM), inactives show top-dose activity, negative = inhibition, actives largely listed as inhibitors; purified Pol kappa, fluorescent DNA synthesis assay, 10 min; hit rate 0.53% among 400,000; further: on the % scale 0 is the no-effect control and ±100 the full control effect
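Kinetic fluorescence screen: compound preincubated 15 min RT with 10 nM enzyme; 50 nM substrate (final) initiates; reads at 0/10 min.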
POLH inh: inhibitors of human DNA polymerase eta; Q9Y253; recombinant Pol eta, fluorescent DNA replication assay; Potency, µM (series often up to 114 µM), without a hit: at the highest dose activity change, negative = inhibition, actives largely listed as inhibitors; hit rate 1.2% among 390,000; AID 588591; further: on the % scale 0 is the no-effect control and ±100 the full control effect
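Pol eta at 10 nM preincubated with compounds 15 min at room temperature; reaction started with fluorescent substrate (50 nM final) and read kinetically at 0 and 10 min.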
Pol iota inh: inhibitors of human DNA polymerase iota. Q9UNA4. Pol iota fluorescent replication assay, 10 min. Potency, µM (series often up to 115 µM), for inactives: top-dose activity, negative = inhibition, actives largely listed as inhibitors. hit rate 1% among 390,000
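Fluorescent replication assay read twice, at 0 min and 10 min after adding 50 nM (final) substrate. Enzyme (10 nM) and compounds were first incubated 15 min at room temperature; enzyme-free buffer wells were negative controls.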
POLB inh: DNA polymerase beta (human) inhibition. AID 485314. Pol beta primer extension/strand displacement, fluorescence kinetic. P06746. Potency, µM (doses to about 114 µM), for the others: top-dose activity change, negative = inhibition, usual class: inhibitors. hit rate 1.3% among 340,000; further: on the % scale 0 is the no-effect control and ±100 the full control effect
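Human Pol beta at 10 nM; strand-displacement substrate 50 nM final. Compound exposure 15 min at room temperature before start, reaction 10 min at room temperature.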
BLM inh: inhibitors of human Bloom syndrome helicase BLM | AID 2528 | recombinant BLM DNA unwinding, fluorescence dequenching | Potency, µM (titrated, usually from 56.1 µM), for inactives: at the top dose activity change, negative = inhibition, most hits filed as inhibitors | P54132 | hit rate 0.2% among 350,000;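 further: plate controls were vehicle for no effect and no enzyme for full effect; nearly all actives have a fitted effect of over 35% in size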
Target sequence (P54132 whole entry, looked up): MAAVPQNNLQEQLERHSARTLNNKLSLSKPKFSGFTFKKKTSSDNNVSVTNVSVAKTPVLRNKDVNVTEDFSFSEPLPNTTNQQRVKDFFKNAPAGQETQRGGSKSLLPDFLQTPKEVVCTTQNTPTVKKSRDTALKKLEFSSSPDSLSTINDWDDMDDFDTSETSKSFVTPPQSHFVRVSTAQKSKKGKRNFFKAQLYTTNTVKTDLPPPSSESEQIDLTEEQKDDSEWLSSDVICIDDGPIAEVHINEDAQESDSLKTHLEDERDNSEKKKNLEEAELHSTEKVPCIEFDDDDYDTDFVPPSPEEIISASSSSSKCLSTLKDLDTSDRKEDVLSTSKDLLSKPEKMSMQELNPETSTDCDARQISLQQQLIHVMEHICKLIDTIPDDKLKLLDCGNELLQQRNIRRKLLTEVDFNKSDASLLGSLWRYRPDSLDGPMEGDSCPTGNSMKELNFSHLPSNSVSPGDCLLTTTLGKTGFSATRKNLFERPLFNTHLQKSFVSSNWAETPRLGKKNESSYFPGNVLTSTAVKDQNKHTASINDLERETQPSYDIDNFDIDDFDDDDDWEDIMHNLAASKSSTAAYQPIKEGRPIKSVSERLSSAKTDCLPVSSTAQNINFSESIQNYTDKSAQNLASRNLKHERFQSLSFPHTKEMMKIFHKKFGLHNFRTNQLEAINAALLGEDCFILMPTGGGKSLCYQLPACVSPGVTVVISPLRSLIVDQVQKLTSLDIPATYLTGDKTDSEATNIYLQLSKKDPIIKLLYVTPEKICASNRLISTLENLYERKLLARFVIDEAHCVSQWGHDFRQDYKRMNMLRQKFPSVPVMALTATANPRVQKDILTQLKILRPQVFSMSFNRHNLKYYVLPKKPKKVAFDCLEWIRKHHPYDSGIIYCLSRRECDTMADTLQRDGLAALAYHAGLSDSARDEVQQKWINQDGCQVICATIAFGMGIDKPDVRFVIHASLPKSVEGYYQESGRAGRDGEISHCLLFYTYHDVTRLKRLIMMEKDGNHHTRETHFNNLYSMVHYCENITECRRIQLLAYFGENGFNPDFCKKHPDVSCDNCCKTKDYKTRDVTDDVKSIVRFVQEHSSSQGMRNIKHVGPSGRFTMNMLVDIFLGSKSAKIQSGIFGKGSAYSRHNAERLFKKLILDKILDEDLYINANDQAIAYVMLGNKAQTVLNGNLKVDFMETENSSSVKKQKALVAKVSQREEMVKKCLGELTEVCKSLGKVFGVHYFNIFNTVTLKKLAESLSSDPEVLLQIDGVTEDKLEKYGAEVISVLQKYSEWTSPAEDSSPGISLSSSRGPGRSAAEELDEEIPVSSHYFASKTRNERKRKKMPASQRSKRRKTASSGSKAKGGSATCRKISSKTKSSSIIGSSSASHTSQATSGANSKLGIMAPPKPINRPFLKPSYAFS
Anesthetic bind: binds horse apoferritin like a general anesthetic; P02791; apoferritin/1-aminoanthracene competitive binding, fluorescence; Potency, µM (doses to about 77.5 µM), without a hit: at the top dose activity change, negative = displacement, hits mostly inhibitors; hit rate 0.074% among 350,000; further: on the % scale 0 is the no-effect control and ±100 the full control effect; nearly all actives have a fitted effect of over 20% in size
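In PBS, apoferritin at 10 uM is loaded with 1-AMA from a 50% saturated solution. After 10 min of compound exposure at ambient temperature, reduced 535 nm fluorescence indicates probe displacement.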
BAZ2B inh: blocks human BAZ2B; AID 504333; hit rate 4.4% among 360,000; AlphaScreen BAZ2B-H3K14Ac peptide displacement; Q9UIF8; Potency, µM (highest dose often 114 µM), without a hit: at the highest dose activity change, negative = inhibition, most hits filed as inhibitors; further: on the % scale 0 is the no-effect control and ±100 the full control effect; nearly all actives have a fitted effect of over 60% in size
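BAZ2B 50 nM plus b-H3(5-23)K14Ac 50 nM, PBS pH 7.4/0.01% Tween-20, 30 min RT; compound added (max 110 uM), 30 min RT; streptavidin donor/Ni-chelate acceptor beads 10 ug/mL final, 20 min dark; AlphaScreen read.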
APE1 inh: APE1 (human) endonuclease inhibition; Potency, µM (doses to about 65.8 µM), without a hit: at the highest dose activity change, negative = inhibition, actives largely listed as inhibitors; hit rate 0.35% among 350,000; P27695; recombinant APE1, TAMRA/BHQ-2 abasic DNA cleavage fluorescence; AID 2517;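 further: plate controls were vehicle for no effect and reference inhibitor for full effect; nearly all actives have a fitted effect of over 55% in size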
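Enzyme (0.75 nM final) and test compound are incubated 15 min at room temperature before adding 50 nM quenched THF abasic-site duplex. Cleavage dequenches TAMRA, followed at 525/598 nm over three reads one minute apart.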
* hit, by the source's call; ? = inconclusive; . = no result given; [ ] = another dose, or the depositor's remark. The call rests on the fitted dose curve; in most records, active means well fitted curve in the direction sought with a large enough effect; inconclusive means small, poorly fitted or top-dose-only effect, or another doubt; inactive means no such curve, though single readings can be large; an effect the other way counts as inactive or inconclusive. Potency means the concentration at half of the fitted maximal effect. Some of the compounds tested; count on the stated rates, not on these rows.

A first look (11 entries):
G9a block,POLK inh,POLH inh,Pol iota inh,POLB inh,BLM inh,Anesthetic bind,Structure,BAZ2B inh,APE1 inh
?,-1%,-18%,11%,6%,-2%,9%,O=C1CCCC2=C1C(c1ccc(O)c(Br)c1)C1=C(CCCC1=O)N2c1ccccc1,-22%,0%
13%[59 µM],-11%,-12%,14%,4%,1%,-17%,CC(N=C1NS(=O)(=O)c2ccccc21)c1ccccc1 (centres undefined),11%,-3%
?,1%,-13%,81%[activator],12%,0%,-8%,Cc1cc(N)n(-c2ccc(S(N)(=O)=O)cc2[N+](=O)[O-])n1,-24%,-1%
.,-2%,-14%,12%,.,.,.,O=C(CSc1nc2ccccc2c(=O)n1-c1ccccc1F)NC1CC1,.,10%
-24%[59 µM],-10%[60.1 µM],-4%,?,-6%,-10%,-8%,Cc1ccc(Cl)cc1-n1ncc2c(Nc3cccc(C)c3C)ncnc21,-16%,.
?,-14%,-7%,168%[activator],5%[57.1 µM],1%,1%,CCC1(C)NC(=O)N(CC(=O)N2N=C(c3ccccc3)CC2c2ccc(OC)cc2)C1=O (centres undefined),5%,12%
-7%[12.7 µM],-16%,-5%,15%,-14%,-5%,-12%,Cc1[nH]n(-c2ccccc2)c(=O)c1CCOC(=O)c1ccc(C(F)(F)F)cc1,?,-3%
10µM*,1%,-5%,19%,11%,0%,-7%,CC1(C)C2CCC(C2)C1(C)NC(=O)CN1CCOCC1 (centres undefined),50µM*,4%
45µM*,9%,-10%,12%,-15%,-2%,0%,CCOC(=O)c1ccc(-n2c(CN3CCOCC3)nc3ccc([N+](=O)[O-])cc3c2=O)cc1,-18%,-5%
0.35µM*,-5%,3%,-20%,5%,-7%,-3%,Oc1ccc2ccccc2c1CN1CCOCC1,-35%,-4%
40%,2%,1%,-7%,29%,2%,-4%,Cc1ccc(-n2ncc3c2CC(C)(C)CC3NC(=O)CCN2CCCO2)cc1 (centres undefined),-9%,33%

This part in full, previewed entries included:
G9a block,POLK inh,POLH inh,Pol iota inh,POLB inh,BLM inh,Anesthetic bind,Structure,BAZ2B inh,APE1 inh
?,-1%,-18%,11%,6%,-2%,9%,O=C1CCCC2=C1C(c1ccc(O)c(Br)c1)C1=C(CCCC1=O)N2c1ccccc1,-22%,0%
13%[59 µM],-11%,-12%,14%,4%,1%,-17%,CC(N=C1NS(=O)(=O)c2ccccc21)c1ccccc1 (centres undefined),11%,-3%
?,1%,-13%,81%[activator],12%,0%,-8%,Cc1cc(N)n(-c2ccc(S(N)(=O)=O)cc2[N+](=O)[O-])n1,-24%,-1%
.,-2%,-14%,12%,.,.,.,O=C(CSc1nc2ccccc2c(=O)n1-c1ccccc1F)NC1CC1,.,10%
-24%[59 µM],-10%[60.1 µM],-4%,?,-6%,-10%,-8%,Cc1ccc(Cl)cc1-n1ncc2c(Nc3cccc(C)c3C)ncnc21,-16%,.
?,-14%,-7%,168%[activator],5%[57.1 µM],1%,1%,CCC1(C)NC(=O)N(CC(=O)N2N=C(c3ccccc3)CC2c2ccc(OC)cc2)C1=O (centres undefined),5%,12%
-7%[12.7 µM],-16%,-5%,15%,-14%,-5%,-12%,Cc1[nH]n(-c2ccccc2)c(=O)c1CCOC(=O)c1ccc(C(F)(F)F)cc1,?,-3%
10µM*,1%,-5%,19%,11%,0%,-7%,CC1(C)C2CCC(C2)C1(C)NC(=O)CN1CCOCC1 (centres undefined),50µM*,4%
45µM*,9%,-10%,12%,-15%,-2%,0%,CCOC(=O)c1ccc(-n2c(CN3CCOCC3)nc3ccc([N+](=O)[O-])cc3c2=O)cc1,-18%,-5%
0.35µM*,-5%,3%,-20%,5%,-7%,-3%,Oc1ccc2ccccc2c1CN1CCOCC1,-35%,-4%
40%,2%,1%,-7%,29%,2%,-4%,Cc1ccc(-n2ncc3c2CC(C)(C)CC3NC(=O)CCN2CCCO2)cc1 (centres undefined),-9%,33%
?,-7%,-9%,-7%,-11%,0%,6%,COc1cc(NC(=O)c2cnn3c(C)cc(C)nc23)c(OC)cc1Cl,9%,-3%
79µM*,79µM*,5%,?,32µM*,-3%,5%,O=C(CSC(=S)N1CCOCC1)c1cc(Br)cc(Br)c1O,-23%,16%
11%,.,.,.,3%,0%,4%,CC(C)[C@H](NC(=O)[C@H](CC(=O)O)NC(=O)[C@H](CCCCN)NC(=O)[C@@H](N)CCCN=C(N)N)C(=O)N[C@@H](Cc1ccc(O)cc1)C(=O)O,-4%,5%
15%[59 µM],-15%,-13%,-2%,.,.,.,Cc1ccc(C)c(NC(=O)[C@@H]2CCCN2S(=O)(=O)c2ccccc2F)c1,6%,6%
1%,-18%,-2%,4%,2%,1%,-8%,Cc1ccc(CN(c2ccc(C(=O)N3CCOCC3)cc2)S(C)(=O)=O)cc1,0%,0%
-15%[59 µM],1%,-1%,-1%,1%,-8%,-4%,COc1cc(-c2nc(Cn3nnc(C(=O)Nc4ccc(C)cc4C)c3C)c(C)o2)cc(OC)c1OC,-5%,.
7%[59 µM],4%,-11%,9%,0%,-1%,1%,CCC(=O)Nc1ccc(-c2nnc3c4ccccc4c(C)nn23)cc1,-1%,.
3%,-23%,-19%,-6%,-26%,3%,-14%,Cc1cc(=O)oc2cc(OCC(=O)OCC(=O)N(CCC#N)c3ccccc3)ccc12,-5%,3%
26%[59 µM],-9%,-26%,-12%,4%,-8%,?,CCC1CCCCN1C(=O)CSc1nc(-c2ccc(OC)cc2)cc(C(F)(F)F)n1 (centres undefined),11%[57.1 µM],.
12%,-2%,-8%,29%,?,-2%,-17%,CC(=O)c1nc2ccccc2n1CCc1ccccc1,-4%,-5%
-27%,-6%,-35%,40µM*,13%,3%,-13%,O=S(=O)(c1ccc(-c2ccon2)s1)N1CCN(c2ccncc2)CC1,16%,-3%
-2%,-1%,-14%,17%,26%,-1%,-7%,COc1ccc(-c2nc(-c3ccccn3)ncc2S(C)(=O)=O)cc1,?,1%
14%,4%,?,17%,1%,0%,-9%,Cc1nn(Cc2c(F)cccc2Cl)c(=O)c2ccccc12,10%,73%[activator]
3%[59 µM],1%,9%,17%,13%,-2%,-19%,COC(=O)c1ccc(S(=O)(=O)N2CCCCC2)o1,-1%,3%
.,-7%,-3%,8%,.,.,.,C[C@H](CO)N1C[C@H](C)[C@@H](CN(C)C(=O)Nc2ccc3c(c2)OCO3)Oc2c(NC(=O)Cc3ccccc3)cccc2C1=O,.,-2%
?,-17%,?,7%,0%,-5%,1%,COc1ccccc1NS(=O)(=O)c1cccc(NC(=O)c2ccc3ccccc3n2)c1,9%,-6%
-10%,-10%,?,10%,26%,-11%,-6%,COc1ccc(/C=C2\CCC(C3CCCC3)C2=O)cc1Cn1cccn1 (centres undefined),9%,-2%
4%[59 µM],-8%[60.1 µM],-12%,30%,1%,4%,-2%,Cc1c(CCNC(=O)Cc2ccccc2)sc2nc(-c3ccc(F)cc3)nn12,1%,.
.,-11%,-1%,81%[activator],-13%,-1%,-9%,N#CC(=C1Nc2ccccc2N1)S(=O)(=O)c1ccccc1,-12%,15%
?,-4%,-22%,28%,.,.,.,O=C(COC(=O)CSc1ccc(F)cc1)NC1CCCCCC1,5%,-19%
-1%,3%,-9%,-18%,27%,2%,-15%,O=c1cc(C(F)(F)F)nc(-c2ccccc2)[nH]1,0%,5%
14%[59 µM],-9%,-16%,7%,13%,2%,-8%,CN1CCN(C(=O)C2(NC(=O)Nc3ccccc3Cl)CCCCC2)CC1,5%,2%
-11%[0.501 µM],1%,4%,109%[activator],-12%,-3%,?,CC(C)COc1ccc(S(=O)(=O)n2cc(F)c(=O)[nH]c2=O)cc1,-1%,-3%
-9%[0.0925 µM],-3%[60.1 µM],9%,18%,75%,2%,?,CC1(C)N=C(C(=O)c2ccccc2)N(O)C1(C)O (centres undefined),20%,-5%
.,-16%,-29%,?,?,-1%,105%[activator],CN(C)/C=C1\C=C2C(=O)c3ccccc3N2C1=O,-10%,-6%
-9%[59 µM],-19%,-16%,?,0%,-7%,-20%,CCOC(=O)c1ccc(NC(=O)CCc2ccc(CC)o2)cc1,-35%,-2%
5%[59 µM],-8%,-15%,19%,21%,0%,6%,CCOC(=O)CSc1nnc(-c2ccoc2C)n1-c1ccc(C)cc1,0%,2%
3%[59 µM],0%,-22%,16%,0%,-6%,-3%,O=C1CN(O)C=C2N=c3ccccc3=C2N1c1ccc([N+](=O)[O-])cc1,-25%,-3%
10%[59 µM],-10%,-22%,18%,12%,-5%,-21%,COC(=O)C(NC(=O)c1ccc(Cl)cc1)(Nc1nc(C)cs1)C(F)(F)F (centres undefined),-1%,-1%
-47%,15%,-23%,-23%,-2%,-3%,-12%,COc1ccc2oc(C(=O)NC(C)(C)C)c(C)c2c1,9%,16%
-26%[59 µM],-6%,-15%,1%,6%,0%,-12%,Cn1nnnc1SCC(=O)NC(=O)Cc1ccccc1,8%,1%
?,-6%,-2%,18%,3%,-2%,-10%,CCC(C)NC(=O)CSc1c2c(nc3cc(Cl)ccc13)CCCC2 (centres undefined),1%,.
?,-3%,-21%,29%,.,.,.,CN(c1ccccc1)S(=O)(=O)c1ccc(C(=O)NCc2ccccc2CN2CCCC2)cc1,6%,10%
-1%,-7%,-12%,7%,21%,-5%,?,COc1cccc(-c2ccc(NC(=O)C3CCCN(Cc4cnc(C)s4)C3)cc2)c1 (centres undefined),-37%,-5%
50µM*,-13%,-10%,10%,-28%,-6%,-8%,CCN1CCN(c2ncnc3c2sc(=S)n3-c2ccccc2)CC1,3%,-5%

Random excerpt: 2 entries already listed.
G9a block,POLK inh,POLH inh,Pol iota inh,POLB inh,BLM inh,Anesthetic bind,Structure,BAZ2B inh,APE1 inh
14%,4%,?,17%,1%,0%,-9%,Cc1nn(Cc2c(F)cccc2Cl)c(=O)c2ccccc12,10%,73%[activator]
?,-4%,-22%,28%,.,.,.,O=C(COC(=O)CSc1ccc(F)cc1)NC1CCCCCC1,5%,-19%

Screens deposited in PubChem BioAssay by National Center for Advancing Translational Sciences (NCATS).
